Screens deposited in PubChem by Sanford-Burnham Center for Chemical Genomics.
SENP1 inh: blocks the human SENP1 SUMO protease catalytic domain; Q9P0U3; recombinant SENP1 catalytic domain, CyPet-SUMO1-YPet FRET cleavage; inhibition, % at 10 µM; hit rate 0.21% among 360,000;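 active = inhibition at least 30% at 10 µM, raw YFP signal under a set limit, fluorescence ratio 0.5 to 1.5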;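 note: 0% = enzyme with DMSO and 100% = no enzyme wells; some results filed as inactive read as strong as hits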
Target sequence (Q9P0U3 419-644 limits assumed): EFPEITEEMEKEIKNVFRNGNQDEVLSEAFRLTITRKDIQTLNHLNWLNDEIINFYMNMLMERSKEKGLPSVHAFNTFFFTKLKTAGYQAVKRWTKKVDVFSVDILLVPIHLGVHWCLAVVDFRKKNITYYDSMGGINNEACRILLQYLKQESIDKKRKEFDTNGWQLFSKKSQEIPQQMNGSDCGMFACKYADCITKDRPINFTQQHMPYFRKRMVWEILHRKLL
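Material: hSENP1 catalytic domain, recombinant; medium: Tris pH 8 with BME, BSA, NP40 and catalase; compound: single concentration of 10 µM compound, 0.5% DMSO final; technique: FRET read of cyan and yellow fluorescence; timing: 50 min enzyme reaction, room temperature, light-protected; reagent: SFCypet-SUMO1-SFYpet substrate at 25 nM; control set: no-enzyme low, enzyme-DMSO high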
SENP8 block-1: blocks human SENP8 cleavage of Nedd8 substrate; AID 602440; recombinant SENP8, Nedd8 substrate fluorescence; hit rate 0.64% among 360,000; inhibition, % at 20 µM; Q96LD8; in the data active = inhibition mostly above about 40%, no sharp cut-off; inactive = mostly below about 27%
SENP7 block: SENP7 protease inhibition; AID 434973; Q9BQF6; hit rate 1.5% among 330,000; inhibition, % at 5 µM; recombinant SENP7, Z-RLRGG-aminoluciferin luminescence, 40 min;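 active = inhibition above about 50% at the single test dose, limit read from the data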;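 note: plate controls were DMSO with enzyme for no effect and no enzyme buffer wells for full effect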
SENP6 inh: inhibitors of human SENP6 protease; Q9GZR1; Recombinant SENP6 catalytic domain, aminoluciferin luminescence; inhibition, % at 10 µM; hit rate 1.8% among 330,000;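 active = inhibition above about 50% at the single tested dose, limit read from the data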;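 note: plate controls were DMSO wells with enzyme for no effect and DMSO wells lacking enzyme for full effect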
Target sequence (Q9GZR1 628-1112 limits assumed): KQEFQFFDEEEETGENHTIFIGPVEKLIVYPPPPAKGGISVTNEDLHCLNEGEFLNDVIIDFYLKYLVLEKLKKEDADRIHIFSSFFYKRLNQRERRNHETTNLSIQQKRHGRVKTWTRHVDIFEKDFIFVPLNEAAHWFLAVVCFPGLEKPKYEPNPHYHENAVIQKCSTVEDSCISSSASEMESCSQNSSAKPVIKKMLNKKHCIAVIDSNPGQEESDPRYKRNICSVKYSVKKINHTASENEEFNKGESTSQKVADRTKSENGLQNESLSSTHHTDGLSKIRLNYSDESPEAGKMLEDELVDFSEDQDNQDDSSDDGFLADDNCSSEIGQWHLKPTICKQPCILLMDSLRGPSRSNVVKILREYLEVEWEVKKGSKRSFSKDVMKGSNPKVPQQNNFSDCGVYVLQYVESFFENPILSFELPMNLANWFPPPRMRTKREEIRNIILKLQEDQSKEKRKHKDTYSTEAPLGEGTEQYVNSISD
A3G deaminase: blocks human APOBEC3G single-stranded DNA deamination | Q9HC16 | recombinant A3G, ssDNA deamination FAM/TAMRA fluorescence | inhibition, % at 20 µM | hit rate 0.28% among 330,000;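 active = inhibition of at least 40% at 20 µM, with no more than 30% in the related APOBEC3A deaminase screen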;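 note: plate controls were DMSO wells with A3G for no effect and wells lacking A3G enzyme for full effect; some compounds called inactive have numbers as strong as hits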
SENP8 block-2: blocks the human protease SENP8; Q96LD8; purified SENP8, Z-RLRGG-aminoluciferin cleavage, luminescence; inhibition, % at 10 µM; hit rate 1.2% among 330,000; AID 2540; in the data active = inhibition above about 50%
UBC13 polyUb: human UBC13 polyubiquitination inhibition; inhibition, % at 20 µM; UBC13 polyubiquitin chain formation, TR-FRET; hit rate 0.47% among 330,000; AID 485273; P61088; in the data active = inhibition above about 45%, passing the limit was not always enough
Target sequence (P61088 whole entry, looked up): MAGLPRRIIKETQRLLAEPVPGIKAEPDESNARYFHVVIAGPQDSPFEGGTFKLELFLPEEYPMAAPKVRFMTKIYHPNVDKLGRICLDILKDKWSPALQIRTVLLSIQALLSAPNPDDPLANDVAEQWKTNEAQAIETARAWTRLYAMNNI
Apaf-1 inh: inhibitors of human Apaf-1 apoptosome | AID 489030 | inhibition, % at 20 µM | reconstituted apoptosome caspase-3 activity, DEVD-Rh110 fluorescence | hit rate 0.71% among 330,000 | O14727; active = inhibition of at least 40% at 20 µM;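 note: plate controls were DMSO wells for no effect and DEVD-CHO caspase inhibitor wells for full effect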
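Medium: Hepes buffer, pH 7.5 / System: biochemical Apaf-1 apoptosome reconstitution / Measured by: Rh110 fluorescence, excitation 480 nm, emission 540 nm / Times: compound with Apaf-1, dATP, procaspase-3 30 min, then 50 min reaction, room temperature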
* hit, by the source's call.

SMILES	SENP1 inh	SENP8 block-1	SENP7 block	SENP6 inh	A3G deaminase	SENP8 block-2	UBC13 polyUb	Apaf-1 inh
O=C(Nc1cc(Cl)c(O)c(Cl)c1)C1CCCO1 (stereo not drawn)	2	6	4	-20	3	9	0	0
COc1ccc(-n2nnnc2SCC(=O)Nc2nnc(C)s2)cc1OC	2	4	95*	0	-7	-4	-6	-22
Cc1ccc(Cl)cc1NS(=O)(=O)N1CCOCC1	1	7	6	-3	5	-4	-5	6
CCOc1ccccc1/C=C/c1onc(C)c1S(=O)(=O)N1CCC(C(=O)NC(C)C)CC1	-2	-196	-2	-17	-8	4	4	13
CN(C)c1cc[n+](CC(=O)Nc2ccc([N+](=O)[O-])cc2Cl)cc1	0	16	-6	11	-3	4	0	-3
Cc1cc(C)nc(-n2ncc(C#N)c2N)n1	-2	16	-1	-4	-4	-8	-17	-4
CC(CN1CCN(Cc2ccccc2)CC1)c1ccccc1 (stereo not drawn)	2	0	-2	15	-6	-6	0	-5
COc1ccc(C(=O)COC(=O)[C@H](C)Nc2ccc(C(F)(F)F)cc2[N+](=O)[O-])c(OC)c1	1	39	-5	-22	2	3	-5	10
Cc1ccc(C(NC(=O)N2CCOCC2)C(Cl)(Cl)Cl)cc1F (stereo not drawn)	1	3	3	2	-9	1	1	0
C=CCn1c(COc2ccccc2-c2ccccc2)nnc1SCC(=O)NC(=O)NCc1ccco1	2	13	-8	-25	-5	-8	-8	38
CCSc1ncc(Cl)c(C(=O)Nc2ccccc2C)n1	0	12	-13	-24	-3	-18	-3	5
CC(=O)NC1CCC(C(=O)O)(c2ccccc2)C1 (stereo not drawn)	0	27	-1	-8	-4	4	-4	-1
COc1ccc(OCCCC(=O)OCC(=O)Nc2c(C)nn(-c3ccccc3)c2C)cc1	-1	10	-2	-6	-10	-6	4	2
c1ccc(Cn2nnc3c(Nc4ccc5c(c4)OCO5)nc(C4CC4)nc32)cc1	-2	-90	7	11	-4	1	-9	-6
CC(=O)c1ccc(-n2c(-c3cc(-c4ccco4)[nH]n3)n[nH]c2=S)cc1	2	14	2	9	37	1	-11	8
COc1ccc(-c2csc(NC(=O)c3ccccc3OC)c2C(=O)O)cc1OC	0	-154	1	9	-4	-9	0	8
COc1ccc(C(=O)NC(=S)N(Cc2ccccc2)Cc2ccccc2)cc1	3	13	-2	4	-7	-1	16	-2
CCN(CC)c1ccc(NC(=S)Nc2ccc(F)cc2)cc1	3	32	1	14	-4	-5	6	24
CCOc1ccc(-c2nnn(CC(=O)NCCc3c[nH]c4ccccc34)n2)cc1	-1	19	-1	-13	-3	-4	1	4
Cc1ccc2nc(-c3ccc(NC(=O)COC(=O)c4ccc([N+](=O)[O-])o4)cc3)sc2c1	-10	-338	13	25	-8	9	-3	-9
CCOC(=O)c1c(NC(=O)CSc2nnc(CNc3ccc(F)cc3)o2)sc(C(C)=O)c1C	0	3	8	0	-4	-2	-14	15
O=C(Nc1nc(-c2ccccn2)cs1)C1CCCC1	-1	7	17	-12	-6	-4	2	-6
CC1(C)Cc2ccccc2-c2nnc(SCC(=O)Nc3nc4ccccc4s3)n21	1	20	-1	-4	-5	-11	-16	28
Cc1ccc(NC(=O)n2ncc3c(C)cccc32)c(C)c1	4	15	0	-10	-6	-12	5	4
CCOc1ccc(-n2c(Cc3ccccc3)nnc2SCc2c(C)noc2C)cc1	3	15	12	-22	-5	-5	2	8
CCOC(=O)CCc1c(C)c2ccc(OC3CCCCC3=O)cc2oc1=O (stereo not drawn)	1	-274	3	5	-1	-1	10	7
Cc1cc(NC(=O)CSCC(=O)OC(C)C(=O)c2cc(C)c(C)cc2C)no1 (stereo not drawn)	0	0	-5	-3	-1	4	4	12
CN(C)CCCNC(=O)c1cc(C(=O)c2c(Cl)cccc2Cl)c[nH]1	1	3	4	-14	-4	7	8	-1
CC(=O)Nc1ccc(NC(=O)CCc2c(C)noc2C)cc1	-1	17	-7	-9	-8	1	1	-5
O=C(NCCc1ccccc1)N1CCCC(CNS(=O)(=O)Cc2ccccc2)C1 (stereo not drawn)	0	8	6	-14	-10	-2	11	-2
COC(=O)c1cc(NC(=O)Nc2cccc(Cl)c2)ccc1Cl	3	2	4	-16	-12	2	-2	13
O=C(COC(=O)c1ccc(Br)o1)NCC1CCCCC1	1	12	7	-7	-2	10	1	0
c1ccc(C2Nc3cccc4cccc(c34)N2)cc1	5	-4	12	6	0	2	-39	20
CCC(=O)Nc1ccc(-c2nnc(SCC(=O)NCC3CCCO3)n2C)cc1 (stereo not drawn)	3	13	-6	2	-2	-1	-19	3
Cc1c(N=C2NC(=O)/C(=C/c3ccc(O)cc3)S2)c(=O)n(-c2ccccc2)n1C	-31	-22	7	9	-8	0	-6	-4
Cc1c(OCC(=O)NCCCN2CCOCC2)ccc2c3c(c(=O)oc12)CCC3	1	-106	7	-2	-3	3	0	4
COc1cccc(NC(=O)COC(=O)c2ccc(F)cc2F)c1	3	6	-10	-39	-11	-17	-12	11
Fc1ccccc1/C=N/NC(=S)Nc1ccc(Cl)cc1Cl	2	18	-3	-3	-3	-5	-17	-17
Cc1cc(C(=O)NC2CCCC2)on1	3	9	9	5	-9	-9	-3	-6
COc1ccc(C(=O)C(CCCCC(CN(C)C)C(=O)c2ccc(OC)cc2)CN(C)C)cc1 (stereo not drawn)	1	42*	-1	-10	-2	0	0	-6
Cc1ccc2cc(CCNC(=O)C3CCCC3)c(=O)[nH]c2c1	2	-20	7	-19	-9	-11	0	4
N#C/C(=C(/O)CO/N=C/c1ccccc1Cl)c1nc2ccccc2[nH]1	-39	-27	3	-39	-10	-8	-6	8
COC(=O)C1CCN(S(=O)(=O)CCNC(=O)c2ccc3c(c2)OCO3)CC1	-1	7	4	-7	15	-3	3	-7
Cc1ccc(S(=O)(=O)N2CCCC2CNC(=O)C(=O)Nc2ccccc2)cc1 (stereo not drawn)	-2	2	-8	2	-13	-13	0	17
Cc1ccc(NC(=O)CN(C)C(=O)Nc2ccc(C)cc2)cc1	0	7	-8	-19	0	0	3	3

Full records from above. Screens in order: SENP1 inh	SENP8 block-1	SENP7 block	SENP6 inh	A3G deaminase	SENP8 block-2	UBC13 polyUb	Apaf-1 inh
c1ccc(C2Nc3cccc4cccc(c34)N2)cc1 in the list: 5	-4	12	6	0	2	-39	20
N#C/C(=C(/O)CO/N=C/c1ccccc1Cl)c1nc2ccccc2[nH]1 in the list: -39	-27	3	-39	-10	-8	-6	8
CCC(=O)Nc1ccc(-c2nnc(SCC(=O)NCC3CCCO3)n2C)cc1 (stereo not drawn) in the list: 3	13	-6	2	-2	-1	-19	3
Cc1ccc(S(=O)(=O)N2CCCC2CNC(=O)C(=O)Nc2ccccc2)cc1 (stereo not drawn) in the list: -2	2	-8	2	-13	-13	0	17
Cc1ccc(NC(=O)CN(C)C(=O)Nc2ccc(C)cc2)cc1 in the list: 0	7	-8	-19	0	0	3	3

With a hit mark in SENP7 block (from the list above):
mol	SENP1 inh	SENP7 block	SENP6 inh	A3G deaminase	UBC13 polyUb
COc1ccc(-n2nnnc2SCC(=O)Nc2nnc(C)s2)cc1OC	2	95*	0	-7	-6

Continued.
SMILES	SENP1 inh	SENP8 block-1	SENP7 block	SENP6 inh	A3G deaminase	SENP8 block-2	UBC13 polyUb	Apaf-1 inh
CSc1ccccc1C(=O)Nc1cc([N+](=O)[O-])ccc1C	-1	16	-3	-5	-13	3	9	-19
CC(=O)OCC(=O)N1N=C(c2ccc3ccccc3c2)CC1c1ccccc1 (stereo not drawn)	0	-18	-2	-9	-6	-6	6	2
O=C(C1CCCN(S(=O)(=O)c2cccc3nonc23)C1)N1CCN(c2ccccc2)CC1 (stereo not drawn)	4	12	-10	-9	0	-4	-12	7
Cc1cc(NC(=O)Nc2ccc(Cl)c(Cl)c2)no1	1	25	7	-19	5	1	8	11
C[C@@H]1CC[C@@]2(O[C@@H](CCO)C[C@@H](O)[C@@H]2O)O1	-1	9	-1	-6	-4	8	5	-7
Cc1cc(OCC(=O)NC(C)C)cc(C)c1Cl	1	6	-4	-10	-12	-8	-3	1
COCCN(CCOC)c1nc(-c2ccc(Cl)cc2)nc2ccccc12	0	-54	-1	0	-3	1	7	25
CC(Nc1ccccc1)c1cccnc1 (stereo not drawn)	2	2	8	-5	2	2	2	-7
COc1ccc(C2c3[nH]c4ccccc4c3C[C@H]3C(=O)N(c4ccccc4C(=O)N4CCC(C(=O)O)CC4)C(=O)N23)cc1 (stereo partly drawn)	-38	8	-4	3	-8	8	5	-3
COc1ccc(CN2CCc3c([nH]c4ccccc34)C2)cc1Br	-24	-79	0	-12	-7	-1	-1	18
CCCCc1n[nH]c(=S)n1Cc1ccc(Cl)cc1	0	10	1	12	5	3	10	-8
COc1cccc(C(=O)Nc2ccccc2-c2ccccc2)c1	0	8	-5	-4	-10	-7	0	7
O=C1CCc2cc(S(=O)(=O)N3CCC(C(=O)NCCC4=CCCCC4)CC3)ccc2N1	-5	6	3	-4	0	3	7	2
O=C(CN1CCN(C(c2ccccc2)c2ccccc2)CC1)N1CCN(c2ccccc2)CC1	0	18	12	4	-4	-8	4	8
CCCCOC(=O)CSC1=C(C#N)C(c2cccnc2)C(C(=O)OCC)=C(c2ccccc2)N1 (stereo not drawn)	1	-36	3	19	-7	1	10	19
Cc1ccc2c(c1)nnn2C1CCN(CC(=O)N(c2ccccc2)c2ccccc2)CC1	-14	10	4	-10	-4	0	6	-21
CN(C)S(=O)(=O)Oc1ccsc1C(=O)Nc1ccc(C(F)(F)F)cc1	0	0	-6	1	-5	1	6	-8
CN(C)c1ccc(S(=O)(=O)NCC(=O)OCC(=O)Nc2cccc(Cl)c2)cc1[N+](=O)[O-]	1	16	-1	-18	-6	-9	14	-3
CS(=O)(=O)N(CC(=O)Nc1ccccc1C(=O)NCCc1ccccc1)c1ccc2c(c1)OCCO2	2	9	3	-6	-2	6	2	-5
CC(=O)OC1OCCOC1NC(=S)NCc1ccco1 (stereo not drawn)	-5	2	-11	-1	0	-4	-8	1
